From PubChem
H9c2 TAG inh: reduces triacylglycerol accumulation in H9c2 cells | Nile Red lipid (TAG) fluorescence; cells loaded with 200 µM oleic acid | inhibition, % at 12.5 µM | 0.66% of 230,000 active;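 active = pattern-corrected inhibition of lipid staining of at least 50% with the nuclear-stain viability signal not falling by more than 50%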;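 note: 0% = DMSO wells and 100% = triacsin C control wells; some results filed as inactive read as strong as hits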
H9c2 TAG inh DAPI viability: second read-out of H9c2 TAG inh, no call of its own (marks repeat the call); DAPI nuclei signal change (viability), lower = more cytotoxic, %;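 whole-well DAPI fluorescence read on a plate reader as a viability signal; minus 50 percent equals half of cells still viable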
The depositor's hits bear a star. Not all compounds are listed; the hit share may differ from the screen's.

SMILES	H9c2 TAG inh	H9c2 TAG inh DAPI viability
Cc1c(C(Nc2ccccn2)c2ccccc2)c(=O)n(-c2ccccc2)n1C (configuration not stated)	-5	3
CCOc1ccc(NC(=O)CN(C)C(=O)c2c(C)nn(-c3ccccc3)c2Cl)cc1OCC	10	2
COc1ccc(C(=O)N2CCN(c3ccccc3OC)CC2)cc1	5	-8
COc1cccc(-c2ccc(SCC(=O)NC3CCCC3)nn2)c1	5	2
COc1ccc(Br)cc1CNCC1CCCO1 (configuration not stated)	1	-5
CCO[C@@H]1OC(C(=O)N2CCN(Cc3ccccc3)CC2)=C[C@H](c2ccc(C(F)(F)F)cc2)[C@H]1CCCO	53*	-1.0*
O=S(=O)(c1cccc(-c2n[nH]c(=S)n2-c2cccc(C(F)(F)F)c2)c1)N1CCOCC1	-11	-10
COc1ccc(O)c(/C=N/NC(=O)c2cc(=O)[nH]c3ccccc23)c1	39	-11
CCn1c2ccccc2c2cc(N=C3SC(CC(=O)Nc4ccccc4)C(=O)N3C)ccc21 (configuration not stated)	5	10
CN(Cc1ccc(F)cc1)C(=O)c1cccc(S(=O)(=O)N2CCN(Cc3ccccc3)CC2)c1	-14	13
OCC[C@H]1C[C@@H](O)[C@H](O)[C@@]2(CCc3ccccc3CO2)O1	14	10
NC(=O)C1CCN(Cc2cccc(OCc3ccccc3)c2)CC1	7	3
C/C(=N\NC(=O)c1ccoc1C)c1ccc(Br)s1	14	3
Cc1ccc(C)c(OCC(=O)NNC(=O)C2CC2)c1	0	4
CC(=O)c1ccc(Oc2ncnc3sccc23)cc1	-3	11
Cc1noc(C)c1NC(=O)Nc1cccc2c1O[C@H](CN(C)S(=O)(=O)c1cn(C)cn1)[C@@H](C)CN([C@H](C)CO)C2=O	2	5
Cc1ccc(-n2ncc3c(Nc4cccc(C(=O)O)c4)ncnc32)cc1	2	11
O=C(Nc1ccc2c(c1)OCCO2)C1CCCN1S(=O)(=O)c1cccc2cccnc12 (configuration not stated)	2	-2
COc1ccc(CC(=O)Nc2ccc(-c3cn4ccc(C)cc4n3)cc2)cc1	5	12
NC(=O)CC(NC(=O)Cc1ccc(Br)cc1)c1ccc(N2CCCCCCC2)c([N+](=O)[O-])c1 (configuration not stated)	-17	-13
CN(C)CCNc1ncnc2c1ncn2[C@H]1CN(Cc2ccccc2)C[C@@H](CO)O1	3	-3
O=C(Nc1ccccc1O)c1cccc(S(=O)(=O)Nc2ccccc2O)c1	9	2
COc1ccc(-c2nc(CSCC(=O)N3CCN(C4CCCCC4)CC3)c(C)o2)cc1OC	11	-7
COC(=O)c1c(C)oc2ccc(OC(=O)c3cccs3)cc12	1	3
CC(=O)NC(CC(=O)O)c1ccc([N+](=O)[O-])cc1 (configuration not stated)	5	-3
COc1ccc(OCCC(=O)Nc2cc3c(cc2C(=O)O)OCCCO3)cc1	10	-3
CN1CCC(N(C)C(=O)c2cc(S(=O)(=O)N(C)c3ccccc3)ccc2Cl)CC1	1	7
CC(=O)NC1(c2ccccc2)CCN(C(=O)N2CCOCC2)CC1	5	-5
C[C@@]12C(=O)Nc3cc(Cl)ccc3C(=O)N1[C@H]1c3cc(Br)ccc3OC[C@@H]1[C@@H]2c1ccccc1	53*	-38*
O=C(COC(=O)COc1ccccc1)NCc1ccccc1	-3	13
Cc1ccc(SCC(=O)OCC(=O)Nc2ccc3[nH]c(=O)[nH]c3c2)cc1C	7	0
CCN1C(=S)SC(=O)C1=C1C=C(C)N(Cc2ccco2)C(C)=C1	3	-3
Cc1ccc(N(C)S(=O)(=O)c2cccc(C(=O)Nc3ccc(C)cn3)c2)cc1	-11	-5
COc1ccc(OC)c2[nH]c(=O)c(CCNS(=O)(=O)c3ccccc3)cc12	-13	6
C/C(=N\N=C\c1ccccc1)c1nnn(-c2nonc2N)c1C	0	3
O=C(CCc1nc2sc3c(c2c(=O)[nH]1)CCCC3)NCCc1ccc(F)cc1	-6	5
Cc1cc(C)nc(N2CCCC(C(=O)NCc3ccccc3)C2)n1 (configuration not stated)	10	-14
CC1CCCC(NC(=O)COC(=O)COc2ccccc2Cl)C1C (configuration not stated)	2	-3
COc1ccc(S(=O)(=O)Nc2cc3c(C(C)=O)c(C)oc3c3ccccc23)cc1	30	-8
CCn1c(SCC(=O)c2ccc3c(c2)OCCO3)nnc1C(C)C	-8	-4
COc1ccc(-c2nc(N)n(C(=O)c3cccs3)n2)cc1	-4	10
COc1ccc(-n2c(SC)nnc2-c2c[nH]c3ccccc23)cc1	6	-2
COc1ccc(CNC(=O)COC(=O)c2ccc(Br)c(S(=O)(=O)N3CCOCC3)c2)cc1	1	1
COc1ccc(S(=O)(=O)N2CCOCC2)cc1NC(=O)c1cc(C)oc1C	5	-6
Cc1ccc(C(=O)N2CCC3(CC2)Oc2ccc(F)cc2C(=O)C32CC(c3cccnc3)=NO2)s1 (configuration not stated)	8	-6
CC(=O)c1cc(NC(=O)c2ccc(C)cc2)c(=O)oc1/C=C/N(C)C	3	-1
CC(C)OC(=O)CSc1nnc(-c2ccc(O)cc2)n1Cc1ccccc1	-30	-12
CCCNC(=O)C1(C)CCCN(Cc2ccc(-n3ccnc3)cc2)C1 (configuration not stated)	13	0
O=C(Nc1ccccc1)N1CCN(c2ccccc2)CC1	-8	3
COc1ccc(NC(=O)C2COc3ccccc3O2)cc1S(=O)(=O)N1CCOCC1 (configuration not stated)	-21	-3
CCC(C)NC(=S)Nc1ccc(C(=O)OC)cc1 (configuration not stated)	-20	11
Cc1nc(CNC(=O)c2cc(COc3ccc(F)cc3Cl)on2)cs1	5	-6
CCn1c(CNc2nc(-c3ccccc3)cs2)nnc1SCC(=O)NCc1ccccc1	4	16
CCc1nc2ccc(C(=O)NCc3ccc4c(c3)OCO4)cn2c1N(C)C(=O)Cc1ccccc1	-6	-8
COc1ccc(C(=O)N/N=C/c2ccc(N3CCOCC3)s2)cc1OC	-5	5
O=C(c1c(F)cccc1F)N1CCC(n2nnc3cc(C(F)(F)F)ccc32)CC1	-18	1
Cc1c(C(=O)O)sc2nc(CSc3nnc(-c4ccc(F)cc4)n3C)[nH]c(=O)c12	1	13
COc1cccc(CNC(=O)C23CN(Cc4ccccc4)CC2C(c2ccc([N+](=O)[O-])cc2)=NO3)c1 (configuration not stated)	-49	-5
CCCCNC(=O)C1(C)CCCCN1C(=O)c1cccc(OC(F)(F)F)c1 (configuration not stated)	8	-5
O=C(NCCCn1ccnc1)c1ccccc1F	2	-9

Given with values under each structure: six of the compounds above.
Every second line gives: H9c2 TAG inh, H9c2 TAG inh DAPI viability
- COc1ccc(-c2nc(N)n(C(=O)c3cccs3)n2)cc1
→ -4, 10
- COc1ccc(-n2c(SC)nnc2-c2c[nH]c3ccccc23)cc1
→ 6, -2
- COc1ccc(CNC(=O)COC(=O)c2ccc(Br)c(S(=O)(=O)N3CCOCC3)c2)cc1
→ 1, 1
- COc1ccc(S(=O)(=O)N2CCOCC2)cc1NC(=O)c1cc(C)oc1C
→ 5, -6
- Cc1ccc(C(=O)N2CCC3(CC2)Oc2ccc(F)cc2C(=O)C32CC(c3cccnc3)=NO2)s1 (configuration not stated)
→ 8, -6
- CC(=O)c1cc(NC(=O)c2ccc(C)cc2)c(=O)oc1/C=C/N(C)C
→ 3, -1

Part of the list above in a different format.
SMILES,H9c2 TAG inh,H9c2 TAG inh DAPI viability
COc1ccc(CNC(=O)COC(=O)c2ccc(Br)c(S(=O)(=O)N3CCOCC3)c2)cc1,1,1
COc1ccc(S(=O)(=O)N2CCOCC2)cc1NC(=O)c1cc(C)oc1C,5,-6
Cc1ccc(C(=O)N2CCC3(CC2)Oc2ccc(F)cc2C(=O)C32CC(c3cccnc3)=NO2)s1 (configuration not stated),8,-6
CC(=O)c1cc(NC(=O)c2ccc(C)cc2)c(=O)oc1/C=C/N(C)C,3,-1
CC(C)OC(=O)CSc1nnc(-c2ccc(O)cc2)n1Cc1ccccc1,-30,-12
CCCNC(=O)C1(C)CCCN(Cc2ccc(-n3ccnc3)cc2)C1 (configuration not stated),13,0

(listing goes on)
SMILES	H9c2 TAG inh	H9c2 TAG inh DAPI viability
CCn1c(C)cc(C)c(C#N)c1=O	13	-3
CSc1cccc(NC(=S)N(CCN(C)C)C(C)c2ccccn2)c1 (configuration not stated)	2	0
COc1ccccc1/C=C/C(=O)NC(=S)N1CCOCC1	6	-6
CNC(=O)Nc1cccc(-c2cc(-c3c(Cl)cccc3Cl)no2)c1	-5	-5
Cc1cc2c(c(=O)o1)C1(C(=O)N(C)c3ccccc31)C(C#N)=C(N)O2 (configuration not stated)	-21	17
Cc1ccc(C(=O)OCC(=O)Nc2ccc(Cl)cn2)cc1S(=O)(=O)N1CCOCC1	-3	-3
OCCNCCSc1nc(C2CCCCC2)n(-c2ccccc2Cl)n1	3	5
CN(C(=O)c1cc(Cl)c2c(c1)OCCO2)c1c(N)n(Cc2ccccc2)c(=O)[nH]c1=O	12	-1
Cc1occc1C(=O)O/N=C(\N)c1ccccc1	-5	7
O=C(NC1CCCC1)C1CCN(C(=O)NCc2ccccc2)CC1	5	1
O=C(COC(=O)CCNS(=O)(=O)c1ccccc1)NC1CC1	8	-3
Cc1cc(C)nc(-n2nc(C)cc2NC(=O)C(C)C)n1	-6	15
O=C(COC(=O)c1ccccc1O)NNC(=O)c1ccc(Br)cc1	12	-2
CNc1ccc(C(=O)N2CCN(S(=O)(=O)c3ccc4c(c3)OCCCO4)CC2)cc1[N+](=O)[O-]	-10	-3
CCC(C)Cn1cnc2c(SCc3ccccc3F)nc(N)nc21 (configuration not stated)	-10	-5
COc1cccc(/C=C/C(=O)OCC(=O)NC(=O)NC2CCCCC2)c1	2	5
O=C1CSc2ccc(C(=O)NCc3ccccn3)cc2N1	-6	9
Cc1sc2nc(SCc3nnc(-c4cccs4)o3)n(C3CCCC3)c(=O)c2c1C	-8	-5
COc1ccc(CC(=O)Nc2cc(S(=O)(=O)Nc3ccc(OC)cc3)ccc2OC)cc1	-3	-6
NS(=O)(=O)c1ccc(CCNC(=O)NC23CC4CC(CC(C4)C2)C3)cc1	-9	-1
O=C(OCC(=O)N1CCN(c2ccccc2)CC1)c1ccc(Cl)nc1	-8	0
CCN1C(=O)[C@H]2[C@@H](c3ccc(OC)cc3)N3C(=O)CN(CCOC)C(=O)[C@@]3(Cc3ccccc3)[C@H]2C1=O	13	-12
CCc1ccc(NC(=O)CC2C(=O)N(c3cccc(C)c3)C(=O)N2C2CC2)cc1 (configuration not stated)	10	-9
CCn1c(-c2cccn(Cc3ccccc3)c2=O)n[nH]c1=S	-8	17
COC(=O)c1c(NC(=O)COC(=O)CNC(=O)c2cccc(OC(F)F)c2)sc(C)c1C	7	9
Cc1cc2cc(CNC(=O)c3cccc([N+](=O)[O-])c3)ccc2[nH]1	14	-1
CC(=O)OC(C(=O)NCS(=O)(=O)c1ccc(C)cc1)c1cccnc1 (configuration not stated)	8	5
Cc1ccn2cc(CCNC(=O)CC(C)(C)C)nc2c1	19	2
c1ccc(-c2nc(-c3nccc4ccccc34)oc2-c2ccccc2)cc1	8	82
Cc1ccc2cc(CCNC(=O)c3ccc(Br)o3)c(=O)[nH]c2c1	-3	7
COc1cccc(-n2ccnc2SCC(=O)Nc2cc(OC)ccc2OC)c1	2	6
Cc1noc(C)c1COC(=O)CCCOc1ccc(Cl)cc1Cl	19	4
O=C(CN1CCN(S(=O)(=O)c2ccc3ccccc3c2)CC1)N1CCc2ccccc2C1	6	-1
O=C(Nc1ccc(-c2nc3cccnc3s2)cc1)c1ccc(Br)o1	49	-21
O=C(CC(c1ccccc1)C1CCCCC1=O)c1ccccc1 (configuration not stated)	-13	-2
CNc1ccc(Cl)nn1	-6	1
CN1CCN(CC(=O)Nc2cc(N(C)C)nc3ccccc23)CC1	16	4
O=C(Nc1ccc(CSc2ccccc2)cc1)c1ccco1	-11	-2
COC(=O)c1ccccc1S(=O)(=O)N1CCC(C(=O)NCc2ccco2)CC1	-4	1
Cc1ccc2nc(NC(=O)CSc3nc(=O)n(CCCN(C)C)c4c3CCC4)sc2c1	-2	11
COc1ccc(-n2c(C)csc2=S)cc1	-1	2
O=C(Nc1ccccc1C(=O)Nc1nncs1)c1ccccc1	14	-12
CCOc1ccc(NC(=O)C2CC(=O)NC(N3CCc4ccccc43)=N2)cc1 (configuration not stated)	-4	6
CN(C)c1ccc(C(=O)N2CCN(c3cc(C(F)(F)F)nc4ccccc34)CC2)cc1	-1	3
O=[N+]([O-])C(=C1SCCS1)C(=C(Cl)Cl)N1CCCCC1	-14	4
Cc1ccc(C)c(NC(=O)C2(C)CCCN2C(=O)C(C)C)c1 (configuration not stated)	-6	4
CN(CCCC1CCCC1)C(=O)CC1C(=O)NCCN1Cc1ccc(F)cc1 (configuration not stated)	-9	5
Cc1nnc(SCC2=C(C(=O)O)N3C(=O)C(NC(=O)COc4ccccc4)C3SC2)s1 (configuration not stated)	6	-3
C=CC[C@@H](CC(=O)N(CCO)Cc1ccccc1)C(=O)N[C@H](COC(=O)[C@@H](CC=C)CC(=O)OC(C)(C)C)C(C)(C)C	73*	-7.7*
COc1cc(Nc2ncnc(N)n2)cc(OC)c1	-1	4
CC1CC(C)(C)NC(=S)N1CCC(=O)NCc1ccc(Cl)cc1 (configuration not stated)	-5	4
Cc1cccn2c(=O)c3cc(C(=O)NCC4CCCO4)c(=N)n(Cc4cccnc4)c3nc12 (configuration not stated)	22	123
COc1ccc(S(=O)(=O)N(C)C)cc1NC(=O)CSC(C)C(=O)Nc1cc(C)on1 (configuration not stated)	3	2
O=C(NCc1cccnc1)C1CC(c2ccc(Cl)c(Cl)c2)=NO1 (configuration not stated)	-13	3
CN(C(=O)c1ccncc1)C1CCCN(Cc2ccccc2F)C1 (configuration not stated)	-3	-4
O=C(NCc1n[nH]c(=S)n1Cc1ccccc1)c1ccc(Cl)cc1Cl	6	11
